NR3A LBD binder: NR3A (human) ligand-binding domain modulation; 340,000 compounds, 2.5% hits; Tm shift relative to glycine control, % at 25 µM; NR3A LBD differential scanning fluorimetry, Tm shift; 0% = protein alone, 100% = glycine-bound protein;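 active means melting temperature shift of at least 10% of the positive control shift, at one fixed dose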
TIM10 inh: TIM10 yeast growth inhibition. 330,000 compounds, 1.4% hits. inhibition, % at 10 µM. S. cerevisiae TIM10 strain growth, BacTiter-Glo luminescence, 24 h. AID 463195;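 active means inhibition of 40% or more at the single tested concentration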;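 further: wild-type TIM10 isogenic control strain grown at permissive 25 °C; 0% = DMSO yeast wells and 100% = minimal medium wells without yeast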
XBP1 UPR activ: adaptive UPR (XBP1) activation; CHO-XBP1 luciferase reporter, IRE1-XBP1 UPR activation, luminescence; percent of tunicamycin response, DMSO as zero; activation, % at 20 µM; 330,000 compounds, 0.33% hits;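 active means versus positive control, 20 µM dose yields 30% or more activation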;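 further: 100% = tunicamycin at 10 µg/mL and 0% = DMSO only wells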
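incubation = overnight seeding at 37 °C, 6 h compound treatment at 37 °C | assay system = CHO-XBP1 cells stably carrying IRE1-XBP1-driven luciferase reporter | input = 1000 cells per well | detection = luciferase luminescence | dosing = single point, 20 µM final compound, 1% DMSO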
Mdm2-MdmX inh: inhibitors of human Mdm2/MdmX interaction; SaOS-2 split-luciferase Mdm2/MdmX complementation, luminescence; inhibition, % at 8 µM; 330,000 compounds, 3% hits;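 active means inhibition of at least 50% at 8 µM in the primary screen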
Target sequence (O15151 whole entry, looked up): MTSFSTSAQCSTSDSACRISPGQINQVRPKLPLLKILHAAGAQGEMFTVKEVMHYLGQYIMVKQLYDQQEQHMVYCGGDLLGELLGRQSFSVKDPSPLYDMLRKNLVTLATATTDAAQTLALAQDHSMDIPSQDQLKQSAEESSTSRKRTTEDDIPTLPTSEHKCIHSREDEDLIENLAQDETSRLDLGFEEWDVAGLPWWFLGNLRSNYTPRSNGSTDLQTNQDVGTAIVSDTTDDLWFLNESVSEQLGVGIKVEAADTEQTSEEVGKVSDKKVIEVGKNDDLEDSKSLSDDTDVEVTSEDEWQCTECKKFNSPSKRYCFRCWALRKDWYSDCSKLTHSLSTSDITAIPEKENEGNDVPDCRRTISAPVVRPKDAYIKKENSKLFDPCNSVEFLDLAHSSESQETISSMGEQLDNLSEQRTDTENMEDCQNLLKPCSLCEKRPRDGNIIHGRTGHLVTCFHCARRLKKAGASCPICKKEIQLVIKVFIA
Target sequence (Q00987 whole entry, looked up): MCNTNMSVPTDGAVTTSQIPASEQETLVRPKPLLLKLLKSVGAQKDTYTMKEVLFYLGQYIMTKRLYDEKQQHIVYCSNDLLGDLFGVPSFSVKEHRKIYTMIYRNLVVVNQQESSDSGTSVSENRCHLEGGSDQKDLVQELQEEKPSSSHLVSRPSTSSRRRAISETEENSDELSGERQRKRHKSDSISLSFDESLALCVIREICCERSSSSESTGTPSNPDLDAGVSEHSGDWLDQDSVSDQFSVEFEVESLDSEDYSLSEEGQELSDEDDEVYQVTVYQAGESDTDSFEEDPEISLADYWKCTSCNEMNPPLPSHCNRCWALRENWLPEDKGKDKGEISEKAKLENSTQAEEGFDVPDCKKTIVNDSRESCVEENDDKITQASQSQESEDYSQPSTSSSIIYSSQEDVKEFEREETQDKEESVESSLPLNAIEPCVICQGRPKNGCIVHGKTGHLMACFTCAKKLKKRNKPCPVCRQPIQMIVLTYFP
tim10-1 inh: growth inhibitors of tim10-1 mutant yeast; inhibition, % at 20 µM; AID 463190; 330,000 compounds, 2.2% hits; S. cerevisiae tim10-1 ts strain growth, BacTiter-Glo, 24 h;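 active means inhibition of at least 40%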;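 further: mutant grown at 25 °C; 0% = DMSO wells with yeast and 100% = wells holding no yeast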
tim23-1 inh: tim23-1 yeast growth inhibition | inhibition, % at 20 µM | 330,000 compounds, 1.3% hits | S. cerevisiae tim23-1 growth, BacTiter-Glo luminescence, 24 h;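 active means growth inhibition of the mutant yeast at or above 50%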;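 further: temperature-sensitive mutant grown at 25 °C; plate controls were DMSO-treated mutant yeast for no effect and medium wells lacking yeast for full effect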
APJ ag: APJ receptor agonism; CHO-K1 APJ PathHunter beta-arrestin, luminescence; 0% DMSO wells, 100% apelin; P35414; activation, % at 20 µM; AID 2520; 330,000 compounds, 0.11% hits;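 active means activation more than six SD over the plate average, tested at 20 µM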;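 further: 0% = DMSO alone and 100% = apelin-13 at 10 nM; some results filed as inactive read as strong as hits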
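Incubation: overnight seeding, 90 min compound at 25 °C, 1 h detection; test system: PathHunter CHO-K1 APJ (AGTRL-1) beta-arrestin reporter cells; amount: 1000 cells/well; doses: one dose, 20 µM compound, 1% DMSO; measured by: beta-gal luminescence; measure: agonist-driven arrestin binding to APJ; benchmarks: negative DMSO alone, positive Apelin-13 at 10 nM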
NALP3 yeast inh: NALP3 inhibition in yeast. Yeast reconstituted NLRP3/ASC/caspase-1, beta-gal luminescence, 24 h. 330,000 compounds, 0.39% hits. inhibition, % at 10 µM;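 active means inhibition of 50% or more; inactive means inhibition below 50%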;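 further: plate controls were induced DMSO wells for no effect and uninduced yeast grown without galactose for full effect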
UPR CHOP act: activators of apoptotic arm of unfolded protein response (CHOP); CHO-CHOP luciferase reporter, UPR activation, luminescence; percent of tunicamycin response over DMSO baseline; activation, % at 10 µM; 330,000 compounds, 0.34% hits;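 active means at 10 µM dose, activation of 40% or more, normalized to positive control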;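 further: 100% = tunicamycin at 10 µg/mL and 0% = DMSO alone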
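Test system: CHO CHOP reporter cells. Input: 500 CHO-CHOP cells per well. Medium: F12 with 10% FBS. Technique: luciferase luminescence. Measure: percent activation relative to tunicamycin control. Dosing: 10 µM compound, 0.5% DMSO. Timing: 16-18 h cell attachment, then 6 h compound exposure, 37 °C.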
An asterisk follows results filed as active; & = joins results of further samples. Hits appear at their usual frequency; about 8.2% have a hit in one of these screens.

Compound,NR3A LBD binder,TIM10 inh,XBP1 UPR activ,Mdm2-MdmX inh,tim10-1 inh,tim23-1 inh,APJ ag,NALP3 yeast inh,UPR CHOP act
C[C@@H]1COC(=O)[C@H](NC(=O)OCC2c3ccccc3-c3ccccc32)C/C=C\C[C@@H](CC(=O)N(CCO)Cc2ccccc2)C(=O)N1,-4,-3,-2,-3,7,7,1,-1,-0.2
Cn1nc(-c2ccccc2)c(-c2nc(-c3ccc(Cl)cc3)no2)c1Cl,-2,4,-4,15,10,-1,1,5,-1.2
COc1ccc(C(=O)NCc2ccccc2)cc1Br,0,-6,-4,20,14,-3,-4,30,1.0
OC1C(O)C(O)C(O)C(O)C1O (centres undefined),-1&2&9,5&-3,-6&-4,28&9,7&-1,-7&2,-1&-1,2&9,-1.0&1.0
Cc1cc(C(=O)Nc2cccc3ccccc23)c(C)o1,1,-11,4,10,1,25,4,22,3.3
CN(C)/C=C/C(=O)c1ccc(Oc2ccccc2)cc1,-2,13,0,-43,21,33,-4,25,1.7
CCc1ccccc1N1CN(Cc2cccnc2)CNC1=S,-2,-20,3,-12,0,9,0,7,0.6
Cc1cc(C(C)(C)C)ccc1OCCOCCN1CCCC1,-5,-4,-1,11,15,10,1,20,5.6
COc1cccc(/C=C2\SC(=S)N(CCC(=O)N3CCCCC3)C2=O)c1,-2,5,-6,86*,20,31,-2,2,3.6
Cc1ccc(-n2ncc3c(=O)n(CC(=O)NC4CCCCC4)cnc32)cc1,5,-5,-2,26,4,-9,-4,2,0.8
c1ccc(COn2nnc3ccccc32)c(COn2nnc3ccccc32)c1,0,24,-1,13,34,33,-3,37,2.2
C=CCOc1ccc(/C=C/C(=O)OCC(=O)NCCc2ccccc2)cc1,3,0,-2,2,0,1,7,30,0.1
CCOc1ccc(CCNC(=O)CS(=O)Cc2nc(-c3ccc(C)cc3)oc2C)cc1 (centres undefined),-3,4,-2,5,30,21,5,14,-0.6
Cc1noc(C)c1COC(=O)c1cc2c(C)nn(-c3ccc(F)cc3)c2s1,5,6,7,19,5,7,1,3,0.0
CCOC(=O)C1=C(c2ccccc2)NC(SCC(=O)Nc2ccccc2C)=C(C#N)C1c1ccco1 (centres undefined),-6,-7,-1,-1,17,10,-4,2,0.6
Cc1cc(Nc2cccc(Cl)c2)nc(N2CCOCC2)n1,0,7,-1,6,5,25,-3,13,-1.0
COc1ccc(CNc2cccc3[nH]c(C(F)(F)F)nc23)cc1,-4,29,3,20,43*,40,-3,21,-0.9
COc1ccc(NC(=O)CN2C(=O)NC(C)(C3CC3)C2=O)c(OC)c1 (centres undefined),0,-4,1,28,7,8,-4,9,0.9
CCOC(=O)N1CCN(C(=O)c2ccc3ccccc3c2)CC1,2,8,-1,1,3,17,0,-12,-0.4
COC(=O)C1=C(C)N(c2cccc(Cl)c2)C(=O)C1,1,6,-2,28,52*,34,1,24,-0.5
CC1CC(C)CN(c2ccc(NS(=O)(=O)c3ccccc3)cc2C(=O)O)C1 (centres undefined),1,11,-2,-10,-4,6,-3,-2,0.3
Cn1c(SCc2cccc3ccccc23)nnc1-c1ccco1,-1,14,-4,24,14,29,-4,19,-1.3
O=c1c2ccccc2c(/C=N/c2n[nH]c(CCCO)n2)c(O)n1-c1ccccc1Cl,-2,0,8,2,-10,27,0,10,-0.4
CCOc1ccc(NC(=O)CN(C)S(=O)(=O)c2ccc3c(c2)CCC(=O)N3)cc1,0,-17,-3,10,3,10,-3,-3,-0.7

Full records as entered above. Order of values: NR3A LBD binder, TIM10 inh, XBP1 UPR activ, Mdm2-MdmX inh, tim10-1 inh, tim23-1 inh, APJ ag, NALP3 yeast inh, UPR CHOP act
`Cc1cc(Nc2cccc(Cl)c2)nc(N2CCOCC2)n1` in the list: 0, 7, -1, 6, 5, 25, -3, 13, -1.0
`CC1CC(C)CN(c2ccc(NS(=O)(=O)c3ccccc3)cc2C(=O)O)C1` (centres undefined) in the list: 1, 11, -2, -10, -4, 6, -3, -2, 0.3
`COC(=O)C1=C(C)N(c2cccc(Cl)c2)C(=O)C1` in the list: 1, 6, -2, 28, 52*, 34, 1, 24, -0.5
`Cc1noc(C)c1COC(=O)c1cc2c(C)nn(-c3ccc(F)cc3)c2s1` in the list: 5, 6, 7, 19, 5, 7, 1, 3, 0.0
`O=c1c2ccccc2c(/C=N/c2n[nH]c(CCCO)n2)c(O)n1-c1ccccc1Cl` in the list: -2, 0, 8, 2, -10, 27, 0, 10, -0.4

(continued)
Compound,NR3A LBD binder,TIM10 inh,XBP1 UPR activ,Mdm2-MdmX inh,tim10-1 inh,tim23-1 inh,APJ ag,NALP3 yeast inh,UPR CHOP act
CCOc1ncccc1C(=O)NCC1COc2ccccc2O1 (centres undefined),3,1,1,9,9,15,-3,11,-1.0
Cn1c(/C(C#N)=C(\O)c2ccc([N+](=O)[O-])cc2)nc2ccccc21,-1,0,10,86*,-11,-5,-3,12,4.0
N#CC1=C(N)n2c(s/c(=C\c3cccs3)c2=O)=C(C#N)C1c1cccs1 (centres undefined),0,15,1,-6,27,-10,-4,-20,-0.6
CCc1ccc(NC(=O)C(=O)NCC2CCCN2S(=O)(=O)c2ccccc2)cc1 (centres undefined),-4,10,-3,14,24,17,3,19,0.9
N#Cc1cccc(NC(=O)COC(=O)c2cccc(N3C(=O)c4ccccc4C3=O)c2)c1,0,4,0,9,9,21,-3,-4,-1.5
O=C(Cn1ccc(NC(=O)OCc2ccccc2)nc1=O)NCc1ccc2[nH]ccc2c1,-1,-3,-2,18,-10,-2,-1,19,-0.3
COC(=O)c1cc2n3ccccc3c(C)c(-c3ccccc3)c-2c1C(=O)OC,-1,19,0,5,27,17,-2,14,-3.1
c1ccc2c(c1)CC1(CCCCC1)n1nnnc1-2,5,17,0,21,7,16,-3,16,0.1
COc1ccc(Oc2ccc(C(F)(F)F)cc2NC(=O)CC(CC(=O)O)c2ccccc2)cc1 (centres undefined),-1,11,-10,20,12,16,-1,4,-1.3
O=C(C1CC1)N1N=C(c2ccncc2)CC1(O)C(F)(F)F (centres undefined),0,12,1,27,1,-3,0,7,-0.6
CCCn1c(SCC(=O)NC)nnc1C(C)C,2,14,0,2,9,-4,-3,2,0.2
Cc1cc(C)nc(SCc2ccc(F)cc2)n1,1,-3,-2,0,9,17,0,2,-2.0
O=C(NS(=O)(=O)c1ccccc1)c1cccc(Br)c1,21*,1,-3,14,-2,6,-2,-2,-1.1
O=C(NNC(=S)NCC1CCCO1)c1cccc(S(=O)(=O)N2CCOCC2)c1 (centres undefined),-1,8,-2,6,10,4,-2,16,1.5
COC(=O)c1cc(=O)n(CCc2ccc(OC)c(OC)c2)c(=Nc2ccc(F)c(Cl)c2)s1,0,14,13,84*,22,30,-2,9,41*
CCN1CCN(S(=O)(=O)c2ccc(F)c(C(=O)Nc3c(F)cc(F)cc3Br)c2)CC1,0,12,-2,-31,22,15,-1,3,-0.4
Cc1c(CCC(=O)O)c(=O)oc2cc(OCc3ccccc3Br)ccc12,-4,7,-7,24,2,-4,-2,2,-1.0
CCSc1nnc(-c2ccccc2N)c(=O)[nH]1,0,3,2,-9,-9,-7,-1,-2,3.6
CCC(C)NC(=O)C(NS(=O)(=O)c1cccc2nsnc12)c1ccccc1 (centres undefined),-1,9,2,-21,16,2,1,0,-0.9
Cc1ccc(NC(=O)c2ccc(-n3cccn3)c([N+](=O)[O-])c2)cc1C,13*,-3,1,21,0,9,1,37,4.4
COc1cc(-n2c(C)nc3cc(C(=O)NCc4ccco4)ccc32)cc(OC)c1OC,-7,0,0,-22,23,5,-4,4,1.5
CCCc1nc(SCC(=O)O)c2sc(=S)n(-c3ccccc3)c2n1,1,4,3,-9,20,11,-3,13,0.7
Cc1cccc(Nc2nnc(SCC(=O)c3ccc(O)cc3O)s2)c1,33*,4,6,2,-5,6,2,16,3.1
COc1ccc(NC(=O)CN(C)C(=O)CCCNC(=O)c2ccc(Cl)cc2)cc1,2,1,0,-30,11,8,-6,15,2.4

Ordered by formula weight (low to high): three of the compounds above.
Compound,NR3A LBD binder,TIM10 inh,XBP1 UPR activ,Mdm2-MdmX inh,tim10-1 inh,tim23-1 inh,APJ ag,NALP3 yeast inh,UPR CHOP act
Cc1ccc(NC(=O)c2ccc(-n3cccn3)c([N+](=O)[O-])c2)cc1C,13*,-3,1,21,0,9,1,37,4.4
O=C(NS(=O)(=O)c1ccccc1)c1cccc(Br)c1,21*,1,-3,14,-2,6,-2,-2,-1.1
COC(=O)c1cc(=O)n(CCc2ccc(OC)c(OC)c2)c(=Nc2ccc(F)c(Cl)c2)s1,0,14,13,84*,22,30,-2,9,41*

Further structures:
Compound,NR3A LBD binder,TIM10 inh,XBP1 UPR activ,Mdm2-MdmX inh,tim10-1 inh,tim23-1 inh,APJ ag,NALP3 yeast inh,UPR CHOP act
COC(=O)N/N=C/c1ccccc1Cl,1,8,0,9,2,40,5,0,-0.1
CCOc1ccc(-c2cc(C)n3nc(C(N)=O)cc3n2)cc1,1,8,-1,26,14,24,-4,10,-0.9
COc1ccc(Cl)cc1-n1c(=S)sc2c(=O)[nH]c(SCC(=O)NCCC(C)C)nc21,-1,15,-4,21,16,17,0,8,1.7
Cc1ccc(/C=N/NC(=O)CN2CCN(Cc3ccccc3Cl)CC2)o1,-3,-13,1,-11,-6,14,4,29,0.8
CC1CCCC(=NNC(=O)C2COc3ccccc3O2)C1 (centres undefined),2,2,0,3,-17,-8,-3,-6,-0.1
COc1ccccc1NC(=O)CN(Cc1ccco1)C(=O)c1ccc(Cl)nc1,-2,12,2,-19,-4,15,-3,14,-1.4
COc1ccccc1OCCC(=O)NCc1ccc2c(c1)OCO2,0,4,-2,16,12,9,-1,8,-0.5
CC1CC(C)(C)n2c(O)c(N=NC(N)=S)c3cccc1c32 (centres undefined),2,-8,23,37,-1,-1,-7,-21,1.7
Cc1ccc(CCNC(=O)C2CCN(C(=O)N(C)C)CC2)cc1,1,12,0,17,3,13,-3,-8,-2.3

Bioassay records from PubChem.
